Screening data (PubChem)
hIAP act: human IAP activation. 330,000 compounds, 0.16% hits. purified human IAP, CDP-Star luminescence, 30 min; stronger effect = higher value; 1 = vehicle-only enzyme, 0 = enzyme-free background. AID 2524. activation factor at 10 µM;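 active means activation factor of the enzyme at least 2-fold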; further: the source names both 10 and 20 µM as test concentration; values of inactives mirror those of a sister screen read the other way
Target sequence (P09923 whole entry, looked up): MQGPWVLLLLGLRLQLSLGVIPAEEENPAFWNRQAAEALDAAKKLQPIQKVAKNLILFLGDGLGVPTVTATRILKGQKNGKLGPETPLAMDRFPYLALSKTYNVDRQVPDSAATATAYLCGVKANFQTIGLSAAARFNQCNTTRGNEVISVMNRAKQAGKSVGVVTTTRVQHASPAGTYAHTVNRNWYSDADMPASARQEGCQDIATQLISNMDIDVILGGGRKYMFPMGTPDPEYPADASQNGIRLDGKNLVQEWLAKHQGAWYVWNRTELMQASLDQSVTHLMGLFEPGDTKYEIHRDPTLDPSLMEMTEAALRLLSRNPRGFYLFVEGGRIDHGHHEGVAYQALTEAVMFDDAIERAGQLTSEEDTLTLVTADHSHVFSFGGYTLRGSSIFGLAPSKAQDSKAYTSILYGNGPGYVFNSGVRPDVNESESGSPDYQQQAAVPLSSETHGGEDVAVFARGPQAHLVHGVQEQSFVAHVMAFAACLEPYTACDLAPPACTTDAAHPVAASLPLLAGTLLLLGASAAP
mIAP block: blocks mouse intestinal alkaline phosphatase; AID 2806; purified mouse IAP, CDP-Star luminescence, 30 min; 330,000 compounds, 0.2% hits; inhibition, % at 10 µM;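 active means inhibition of at least 40% at 10 µM in the primary screen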;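 further: plate controls were DMSO with enzyme for no effect and no enzyme wells for full effect; values of inactives mirror those of a sister screen read the other way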
MPTP block: inhibitors of mitochondrial permeability transition pore | isolated mouse mitochondria, Ca2+ swelling absorbance, 30 min | inhibition, % at 10 µM | 360,000 compounds, 1.4% hits | AID 602449;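 active means inhibition of 50% or more, scaled per plate between neutral and stimulator controls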;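 further: 0% = DMSO wells given calcium and 100% = 1 mM EGTA wells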
APOBEC3A inh: blocks human APOBEC3A ssDNA deamination. P31941. recombinant A3A, FAM/TAMRA ssDNA deamination fluorescence. inhibition, % at 20 µM. 330,000 compounds, 0.41% hits;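 active means at least 40% inhibition at 20 µM here, with at most 30% in a related deaminase screen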;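 further: plate controls were A3A with DMSO for no effect and wells lacking A3A enzyme for full effect; some results filed as inactive read as strong as hits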
Target sequence (P31941 whole entry, looked up): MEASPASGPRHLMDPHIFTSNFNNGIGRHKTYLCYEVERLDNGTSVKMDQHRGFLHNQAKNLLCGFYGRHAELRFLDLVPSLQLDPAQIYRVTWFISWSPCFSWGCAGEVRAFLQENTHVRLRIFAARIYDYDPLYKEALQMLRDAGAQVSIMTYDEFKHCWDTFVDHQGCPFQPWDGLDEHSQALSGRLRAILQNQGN
ATG4B inh: blocks human ATG4B protease cleavage of LC3 substrate. AID 504462. 340,000 compounds, 0.51% hits. inhibition, % at 8.33 µM. Q9Y4P1. ATG4B cleavage of LC3-PLA2, NBD-HPC fluorescence, 1 h; in the data active means inhibition above about 40%
hIAP block: human IAP inhibition. purified IAP, CDP-Star luminescence, 30 min. 330,000 compounds, 0.12% hits. P09923. inhibition, % at 10 µM. AID 2544;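 active means inhibition reaching a set limit with compound at 10 µM in the primary screen, cut at about 35% in these data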;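 further: plate controls were DMSO wells with enzyme for no effect and no-enzyme buffer wells for full effect; values of inactives mirror those of a sister screen read the other way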
MIN6 prolif: induces beta-cell replication in MIN6 cells. MIN6 cells proliferation, ATPlite luminescence, 48 h; cells starved in 0.2% serum; 100% = growth in 10% serum. 330,000 compounds, 0.29% hits. proliferation, % at 10 µM;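 active means compounds whose signal lies at least 3.5 SD above the mean of all wells on their plate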;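 further: 0% = DMSO-treated cells in low-serum medium and 100% = 10% serum control; some compounds called inactive have numbers as strong as hits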
mIAP act: increases mouse intestinal alkaline phosphatase activity; muIAP, CDP-Star luminescence, 30 min; stronger effect = higher value; 1 = vehicle-only enzyme signal, 0 = enzyme-free wells; activation factor at 10 µM; 330,000 compounds, 0.24% hits; AID 2805;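 active means activation factor of at least 2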; further: the source names both 10 and 20 µM as test concentration; values of inactives mirror those of a sister screen read the other way
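Assay system: mouse IAP enzyme / Compound: DMSO-dissolved test compounds / Timing: 30 min, room temperature / Measured by: luminescence from enzymatic CDP-Star hydrolysis / Control set: DMSO-only wells, enzyme-free buffer wells as negative control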
APOBEC3G inh: inhibitors of human APOBEC3G DNA deaminase | Q9HC16 | recombinant A3G, ssDNA deamination FAM/TAMRA fluorescence | inhibition, % at 20 µM | 330,000 compounds, 0.28% hits;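 active means inhibition of at least 40% at 20 µM, with no more than 30% in the related APOBEC3A deaminase screen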;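 further: plate controls were DMSO wells with A3G for no effect and wells lacking A3G enzyme for full effect; some compounds called inactive have numbers as strong as hits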
Numbers without * were called inactive; . = no result given.

SMILES	hIAP act	mIAP block	MPTP block	APOBEC3A inh	ATG4B inh	hIAP block	MIN6 prolif	mIAP act	APOBEC3G inh
CCCN(CCC)C(=O)CCS(=O)(=O)c1cccc2nsnc12	1	-8	0.0	6	-3	0	0	1.1	3
CN(C)C(=O)c1ccc(NC(=O)CN2CCc3cc4c(cc3C2)OCCCO4)cc1	1.1	0	2.0	0	5	-7	-4	1	3
CCOc1ccc(C(=O)N(CN2CCCC2=O)c2cccc(Cl)c2)cc1	1	-6	0.6	0	-3	-3	3	1.1	-4
O=C(Nc1ncccc1O)c1cccc(S(=O)(=O)N2CCN(c3ccc(F)cc3)CC2)c1	1.2	4	0.6	1	3	-21	-3	0.96	2
O=C(c1nc2ncccn2n1)N1CCc2ccccc2C1	0.84	8	-1.1	-2	1	16	-5	0.92	-4
Cc1nnc(SCC(=O)Nc2ccccc2)n(N)c1=O	1.1	-9	-0.2	5	5	-5	3	1.1	1
COC(=O)c1c(NC(=O)c2cccc(S(=O)(=O)N3CCN(C)CC3)c2)sc(C)c1C	0.94	11	0.6	-3	-19	6	-4	0.89	-7
Cc1ccc2nc(-c3ccccc3C)oc(=O)c2c1	1.1	-10	4.1	-3	1	-13	-2	1.1	-4
COc1cc2[nH]c(=S)nc(NCc3cccc(Cl)c3)c2cc1OC	1	6	0.2	-2	4	-1	0	0.94	-2
CC1CC(C)CN(c2ccc(NS(=O)(=O)c3ccccc3)cc2C(=O)O)C1 (centres undefined)	1.2	2	-0.9	2	-3	-17	-2	0.98	-2
O=C(Cn1cnc2c(OCc3ccccc3)ncnc21)N1CCN(c2ccccn2)CC1	1.1	-10	-0.4	-4	.	-13	0	1.1	-6
CCCCn1nnnc1SCC(=O)N1CCCC1	1	-2	-0.5	-3	-9	-2	-2	1	-5
CC(C)Cc1nnc(NC(=O)CCC(=O)N2CCN(c3ccc([N+](=O)[O-])cc3)CC2)s1	0.73	4	-0.6	0	-8	27	-1	0.96	-2
Cc1nc2ccccc2n1CCN1CCOCC1	1	4	0.7	-1	-6	-2	-2	0.96	-5
CC(=O)c1ccc([C@@H]2C[C@]34CN(Cc5cccc(C(F)(F)F)c5)S(=O)(=O)[C@H]3C[C@H]2O4)cc1	0.9	-4	-0.1	0	-6	10	-4	1	17
COc1cc(OC)c2c(-c3cccc(-c4ccc(OC(F)(F)F)cc4)c3)cc(=O)oc2c1	.	5	1.1	3	-5	.	.	0.95	1
Cc1ccc(S(=O)(=O)NCCCCCC(=O)N(C)C)cc1	1.1	2	2.5	-4	10	-6	-2	0.98	-5
CC(=O)NC1C(c2nc3ccccc3s2)=C(c2ccccc2)C(=O)N1c1ccc(C)cc1 (centres undefined)	0.88	11	-1.0	-3	1	12	-6	0.89	-9
Cc1ccc(OCCN(C)C(=O)c2cc(COc3ccc(F)cc3F)on2)cc1	1.1	6	0.0	0	11	-13	-2	0.94	-4
CC(C)CCn1c(=O)c2ccccc2n2c(CN3CCOCC3)nnc12	1	-4	-0.8	4	-5	-3	-1	1	-3
COc1ccc(/C=C2\SC(=O)N(CC(=O)Nc3cccnc3)C2=O)cc1OC	1.1	2	1.1	-3	-5	-6	-4	0.98	-7
Cn1c(SCC(=O)NCc2ccco2)nc2ccccc2c1=O	0.87	2	-1.0	1	-5	13	-1	0.98	2
NC(=O)c1ccccc1OCC(=O)N1CCC(Cc2ccccc2)CC1	0.83	-2	9.5	-7	-50	17	-8	1	-9
Cc1cc(S(=O)(=O)N2CCCC2)ccc1OCC(=O)NCc1ccccn1	0.91	13	-0.3	-5	-8	9	0	0.87	-10
C=CC[C@H](CC(=O)NCCO)C(=O)N[C@H](COC(=O)[C@H](CC=C)CC(=O)OC(C)(C)C)c1ccccc1	0.87	0	-1.5	-1	-4	13	-2	1	-7
O=C(NCCc1c[nH]c2ccccc12)c1cc(S(=O)(=O)N2CCCCC2)ccc1N1CCOCC1	0.95	-3	-1.6	-4	-16	5	3	1	-8
O=C(O)c1ccc(CSCc2ccccc2F)o1	1	9	0.8	-6	-4	-5	4	0.91	-8
Cc1cc(NC(=O)COC(=O)CCCOc2ccc(Cl)cc2C)no1	0.96	4	-0.5	1	-10	4	1	0.96	-2
COc1cc(C(=O)NC2CC3CCCC(C2)N3CC(=O)Nc2ccccc2)cc(OC)c1OC (centres undefined)	0.78	-13	0.0	-4	-26	22	2	1.1	-6
CN(C)S(=O)(=O)c1ccc(N2CCCC2)c(C(=O)NCCc2ccc(F)cc2)c1	1.1	4	0.2	2	9	-13	1	0.96	-1
O=C1C(Cc2ccccc2)Nc2ncnc(N3CCc4ccccc4C3)c2N1Cc1ccc(Br)cc1 (centres undefined)	0.89	-4	.	2	.	11	-8	1	2
COC(=O)CSc1nnc(SCc2ccc(Cl)cc2)s1	1	6	2.5	-4	-3	-3	1	0.94	-5
Cc1cccc(CCNC(=O)C2CCC(=O)N2Cc2ccc(F)cc2)c1 (centres undefined)	1	4	1.0	-1	8	0	-2	0.96	-9
Cc1nonc1C(=O)N/N=C/c1ccc([N+](=O)[O-])o1	1.2	47*	2.9	1	-5	-17	-4	0.53	-6
COc1ccc(NC(=O)C2CCN(S(=O)(=O)c3ccc(N4CCCC4=O)cc3)CC2)c(OC)c1	1.2	0	0.5	3	-4	-20	-2	1	5
CCC(C(=O)NCc1ccncc1)c1ccccc1 (centres undefined)	1.1	6	0.9	-2	-4	-8	2	0.94	-11

13 entries out of the list, ordered by SMILES length, low to high.
SMILES	hIAP act	mIAP block	MPTP block	APOBEC3A inh	ATG4B inh	hIAP block	MIN6 prolif	mIAP act	APOBEC3G inh
CCCCn1nnnc1SCC(=O)N1CCCC1	1	-2	-0.5	-3	-9	-2	-2	1	-5
Cc1ccc2nc(-c3ccccc3C)oc(=O)c2c1	1.1	-10	4.1	-3	1	-13	-2	1.1	-4
Cc1ccc(S(=O)(=O)NCCCCCC(=O)N(C)C)cc1	1.1	2	2.5	-4	10	-6	-2	0.98	-5
Cc1nonc1C(=O)N/N=C/c1ccc([N+](=O)[O-])o1	1.2	47*	2.9	1	-5	-17	-4	0.53	-6
CC(C)CCn1c(=O)c2ccccc2n2c(CN3CCOCC3)nnc12	1	-4	-0.8	4	-5	-3	-1	1	-3
Cc1cccc(CCNC(=O)C2CCC(=O)N2Cc2ccc(F)cc2)c1 (centres undefined)	1	4	1.0	-1	8	0	-2	0.96	-9
CC1CC(C)CN(c2ccc(NS(=O)(=O)c3ccccc3)cc2C(=O)O)C1 (centres undefined)	1.2	2	-0.9	2	-3	-17	-2	0.98	-2
CN(C)C(=O)c1ccc(NC(=O)CN2CCc3cc4c(cc3C2)OCCCO4)cc1	1.1	0	2.0	0	5	-7	-4	1	3
CC(=O)NC1C(c2nc3ccccc3s2)=C(c2ccccc2)C(=O)N1c1ccc(C)cc1 (centres undefined)	0.88	11	-1.0	-3	1	12	-6	0.89	-9
O=C1C(Cc2ccccc2)Nc2ncnc(N3CCc4ccccc4C3)c2N1Cc1ccc(Br)cc1 (centres undefined)	0.89	-4	.	2	.	11	-8	1	2
O=C(NCCc1c[nH]c2ccccc12)c1cc(S(=O)(=O)N2CCCCC2)ccc1N1CCOCC1	0.95	-3	-1.6	-4	-16	5	3	1	-8
CC(C)Cc1nnc(NC(=O)CCC(=O)N2CCN(c3ccc([N+](=O)[O-])cc3)CC2)s1	0.73	4	-0.6	0	-8	27	-1	0.96	-2
CC(=O)c1ccc([C@@H]2C[C@]34CN(Cc5cccc(C(F)(F)F)c5)S(=O)(=O)[C@H]3C[C@H]2O4)cc1	0.9	-4	-0.1	0	-6	10	-4	1	17

More records:
SMILES	hIAP act	mIAP block	MPTP block	APOBEC3A inh	ATG4B inh	hIAP block	MIN6 prolif	mIAP act	APOBEC3G inh
CCC1CCCCN1C(=O)COc1cc(=O)n(C)c2ccccc12 (centres undefined)	0.94	-3	-1.3	-1	-8	6	-3	1	-8
Cc1ccccc1Cn1c(O)c(N=NC(=S)Nc2ccccc2F)c2ccccc21	0.98	12	1.7	-11	0	2	-6	0.88	-12
COC(=O)c1cc(OC)c(OC)cc1NC(=S)N1CCCCC1	0.95	-1	-2.1	-1	5	5	-3	1	-5
CCn1c(C)c(CS(=O)(=O)c2ccccc2)[nH]c1=O	0.95	-5	7.1	0	-1	5	0	1	49*
Cc1ccc(C(=O)Nc2c(N)nc(SCC(=O)NCC3CCCO3)[nH]c2=O)cc1 (centres undefined)	0.96	-6	-0.5	-1	3	4	-3	1.1	-2
Cc1cc(NC(=O)CSc2nnc(-c3ccco3)n2Cc2ccccc2)no1	0.85	1	-0.5	3	5	15	2	0.99	2
COc1cccc(CNC(=O)CSc2ccc(-c3ccccn3)nn2)c1	1	6	0.3	0	28	-3	-1	0.94	-5
CC(C)NC(=O)NS(=O)(=O)c1cnccc1NC1CC2CCC1C2 (centres undefined)	1.1	5	-4.8	-2	2	-11	1	0.95	-7
C/C(=N\NC(=O)c1ccc(N/N=C(\C)c2ccc(O)cc2)cc1)c1ccc(O)cc1	1.2	7	1.0	4	27	-16	-2	0.93	1
COc1ccc([C@H]2CC(=O)C=C(C#CC(C)(C)C)C2)cc1	0.99	7	-0.8	0	-4	0	-4	0.93	-7
O=C(NCCN1CCOCC1)c1cc(-c2cccs2)nc2ccccc12	0.98	-8	-0.3	6	6	2	1	1.1	4
COc1cccc(CN2CC(C(=O)NC3(c4ccccc4)CC3)CCC2=O)c1 (centres undefined)	1.2	-2	-2.6	0	-9	-20	-3	1	-11
O=C(O)c1cnn2c1NC(c1ccc(F)cc1)CC2C(F)(F)F (centres undefined)	0.88	6	-2.2	-1	3	12	-1	0.94	-4
CCN1CCN(C(=O)CCc2nc3ccccc3c(=O)[nH]2)CC1	1.1	-14	-1.9	-1	0	-6	-2	1.1	-4
O=S(=O)(Nc1cccc(-c2cn3cccnc3n2)c1)c1ccc(-c2ccccc2)cc1	1.1	-8	1.3	-7	-13	-14	-2	1.1	-8
O=C(COC(=O)c1cccnc1Cl)NCC1CCCO1 (centres undefined)	0.86	-4	0.2	-4	-2	14	0	1	-5
Cc1cc(NC(=O)CSc2ccc3nnc(-c4ccccc4)n3n2)no1	0.91	-2	-2.4	3	-8	9	0	1	0
CCn1c(SCC(=O)Nc2ccc(OCc3ccccc3)cc2)nnc1-c1ccco1	0.93	-23	-0.3	-5	-6	7	-2	1.2	-8
Nc1nc(-c2ccccc2)c(-c2ccccc2)n1N	1.1	-10	1.5	-6	9	-6	0	1.1	-11
Cn1nccc1C(=O)Nn1cnnc1	0.87	8	-0.5	-1	-5	13	1	0.92	-4
